# PTAP TSG101 blk – blocks PTAP/TSG101 interaction to inhibit HIV-1 budding; Q99816; Potency, µM (series often up to 115 µM), for the others: at the top dose activity change, negative = inhibition, actives largely listed as inhibitors; AID 493005; Fluorescence polarization, FITC-PTAP peptide / Tsg101 binding; 340,000 tested, under 10 active; active = well fitted inhibition curve with a large enough effect in the main read-out, with a control signal flat, not every such curve was filed as active; inconclusive = small, poorly fitted or top-dose-only effect, or effect the other way, or a change in a side signal; inactive = no such curve, though single readings can be large or run the other way; also: potency is read from the fitted curve at half-maximal effect; % of control where 0% means no effect
#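 FP read-out: FITC-PTAP peptide, 50 nM final, binding Tsg101 binding domain, 10 uM final; 20 min, r.t.; 10 mM HEPES pH 7.5, 0.15 M NaCl, 0.01% Tween 20, 3 mM EDTA, 0.1 mM TCEP.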
# TSHR antag – blocks TSH signaling through the human TSH receptor; TSHR-expressing cells, TSH-stimulated cAMP HTRF, 2 h; stronger effect = lower value; activity change, negative = inhibition, % at 11.5 µM; P16473; actives 0.2% (n = 330,000);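 active = activity change below a set negative limit, meaning inhibition stronger than a set level, cut at about -70% in these data; inconclusive = activity change between two set negative limits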; also: % is scaled to controls: 0 for no effect and ±100 for the full control effect
#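 TSHR-expressing cells, 200/well, pre-treated with compound, then stimulated with EC80 TSH (4nM final) for 2 hours at 37 deg C. cAMP measured by competitive HTRF: anti-cAMP cryptate antibody in lysis buffer plus cAMP-d2, read after 30 minutes at room temperature.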
# BCR signal inh – chronic active BCR signaling inhibition; AID 493014; actives 0.05% (n = 340,000); ABC-DLBCL IkBa-CBG/CBR reporter, luminescence ratio, 4 h; Potency, µM (doses to about 46.1 µM), inactives show at the top dose ratio change, negative = lower green/red ratio, usual class: inhibitors; active = well fitted inhibition curve with a large enough effect in the signal ratio, with a control signal flat, not every such curve was filed as active; inconclusive = small, poorly fitted or top-dose-only effect, or effect the other way, or a change in a side signal; the % refers to the signal ratio;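 also: potency is read from the fitted curve at half-maximal effect; plate controls were basal doxycycline-induced cells for no effect and cells given 10 µM MG132 for full effect; MG132 reads +100%, hits lower the ratio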
#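 Doxycycline induced both beetle luciferases in TMD8 lymphoma cells; IKK-driven degradation limits the IkappaBalpha-fused green signal, while red luminescence normalises for cell number and nonspecific effects. Compounds tested up to 46 uM, 4 hrs.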
# AT treatment – potential ataxia-telangiectasia treatments restoring KAP-1 phosphorylation | […] A-T fibroblasts, KAP-1 phosphorylation AlphaLISA; neocarzinostatin DNA damage 30 min before lysis | Potency, µM (top dose mostly 57.5 µM), for the others: top-dose activation, hits mostly activators | actives 0.19% (n = 320,000) | AID 485349; also: potency is read from the fitted curve at half-maximal effect; % of control where 0% means no effect; nearly all actives have a fitted effect of over 45% in size
#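 ATM-like activity read as KAP-1 phosphorylation via AlphaLISA donor/acceptor antibody pairs after lysis and 6 hr at 25C. Cells were ATM-null patient fibroblasts ([…], hTERT), dosed 60 min, then exposed to the DSB inducer NCS for 30 min.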
# Tb PFK block – blocks T. brucei phosphofructokinase; T. brucei PFK, ADP-Glo luminescence; actives 0.17% (n = 330,000); Potency, µM (highest dose often 57.5 µM), inactives show at the highest dose activity, negative = inhibition, hits mostly inhibitors;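 also: potency is read from the fitted curve at half-maximal effect; 0% = uninhibited 1x PFK enzyme wells and -100% = no-enzyme wells; nearly all actives have a fitted effect of over 60% in size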
# Target sequence (O15648 whole entry, looked up): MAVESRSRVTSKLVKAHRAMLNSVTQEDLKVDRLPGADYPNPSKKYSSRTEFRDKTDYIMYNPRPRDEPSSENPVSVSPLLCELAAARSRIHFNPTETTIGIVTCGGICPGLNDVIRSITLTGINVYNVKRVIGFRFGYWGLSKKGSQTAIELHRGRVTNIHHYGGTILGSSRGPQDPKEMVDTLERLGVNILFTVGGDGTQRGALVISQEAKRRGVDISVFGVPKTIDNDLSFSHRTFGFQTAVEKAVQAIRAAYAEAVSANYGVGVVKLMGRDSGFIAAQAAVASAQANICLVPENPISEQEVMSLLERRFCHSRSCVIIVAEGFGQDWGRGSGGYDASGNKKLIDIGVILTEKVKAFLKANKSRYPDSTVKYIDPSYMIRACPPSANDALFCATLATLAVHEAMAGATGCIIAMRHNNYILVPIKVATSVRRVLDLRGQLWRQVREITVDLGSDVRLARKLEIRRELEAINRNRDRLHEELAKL
#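 In TEA buffer at pH 8.0 with 5 mM MgCl2, enzyme (1.25 nM) converted F6P (0.5 mM) and ATP (0.1 mM) for 45 min at room temperature. ADP product was read by luciferase luminescence.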
# S-ASM inh – human S-ASM enzyme inhibition. AID 504937. P17405. actives 0.006% (n = 340,000). placental ASM, HMU-PC fluorogenic substrate, 60 min. Potency, µM (doses to about 57.5 µM), for inactives: at the highest dose activity change, negative = inhibition, actives largely listed as inhibitors; also: potency is read from the fitted curve at half-maximal effect
# Target sequence (P17405 47-631 limits assumed): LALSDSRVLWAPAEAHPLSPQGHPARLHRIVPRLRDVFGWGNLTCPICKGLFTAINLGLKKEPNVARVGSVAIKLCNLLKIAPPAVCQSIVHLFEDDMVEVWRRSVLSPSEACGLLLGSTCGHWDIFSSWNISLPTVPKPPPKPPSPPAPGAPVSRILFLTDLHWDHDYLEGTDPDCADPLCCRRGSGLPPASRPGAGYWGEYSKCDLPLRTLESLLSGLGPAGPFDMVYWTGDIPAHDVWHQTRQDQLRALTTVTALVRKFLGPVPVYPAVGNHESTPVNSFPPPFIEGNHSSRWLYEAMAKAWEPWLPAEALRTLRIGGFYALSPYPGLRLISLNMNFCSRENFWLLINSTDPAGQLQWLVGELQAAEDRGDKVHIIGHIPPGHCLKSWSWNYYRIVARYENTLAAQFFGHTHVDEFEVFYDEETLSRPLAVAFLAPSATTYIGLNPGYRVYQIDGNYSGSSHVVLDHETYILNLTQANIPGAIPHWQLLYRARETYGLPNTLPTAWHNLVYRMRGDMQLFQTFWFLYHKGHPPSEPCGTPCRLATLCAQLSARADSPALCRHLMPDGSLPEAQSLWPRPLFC
#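 Steps: dispense placental human ASM, pin compound, wait 10 min at room temperature, add HMU-PC0 substrate at 9 uM final, incubate 60 min at 37 °C, add stop solution raising pH to 10, read fluorescence.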
# TCR act – activates T cell receptor signaling; primary human leukocytes, anti-CD3, IL-2 HTRF, 48 h; Potency, µM (titrated, usually from 9.22 µM), without a hit: at the highest dose activation of IL-2 secretion, actives largely listed as activators; 330,000 tested, under 10 active; also: % of control where 0% means no effect
#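 Compounds are tested in HTS on primary human leukocytes co-incubated with a-CD3 beads for 48 hr. IL-2 output is measured by time-resolved FRET.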
# ELG1 repair inh – blocks ELG1-dependent DNA repair in HEK293T cells; Potency, µM (highest dose often 46.1 µM), without a hit: at the highest dose activity change, negative = inhibition, actives largely listed as inhibitors; AID 504467; actives 2.3% (n = 330,000); HEK293T ELG1-luciferase reporter, luminescence, 16 h; DNA damage induced by 5-fluorouridine; also: potency is read from the fitted curve at half-maximal effect; % is scaled to controls: 0 for no effect and ±100 for the full control effect; nearly all actives have a fitted effect of over 55% in size
#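 Cells (2,000 per well) received 5-fluorouridine plus test compound or DMSO and were incubated 16 hr at 37 °C, 5% CO2. Luciferase activity was read by luminescence 30 min after ONE-Glo addition; signal suppression marked inhibition of damage-induced ELG1 function.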
# Eya2 inh – blocks the phosphatase activity of human Eya2 | Potency, µM (titrated, usually from 76.9 µM), inactives show at the highest dose activity, negative = inhibition, hits mostly inhibitors | actives 0.006% (n = 330,000) | O00167 | recombinant Eya2, OMFP fluorescence dephosphorylation (OMFP is methylfluorescein phosphate); also: potency is read from the fitted curve at half-maximal effect; % is scaled to controls: 0 for no effect and ±100 for the full control effect
#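 Eya2 protein (added as 0.2 uM solution) was preincubated with compound for 10 min at ambient temperature in 50 mM HEPES pH 7.5, 50 mM NaCl, 5 uM MgCl2, 0.05% BSA, 1 mM DTT. OMFP (added at 50 uM) then reacted 10 min; fluorescence read at 485/525 nm.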
# Mito fusion act – mitochondrial division inhibition or fusion activation; S. cerevisiae fusion-defective mutant growth rescue, CellTiterGlo 48 h; Potency, µM (titrated, usually from 46.1 µM), inactives show top-dose growth rescue (activation), hits mostly activators; actives 0.23% (n = 320,000);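 also: potency is read from the fitted curve at half-maximal effect; % of control where 0% means no effect; nearly all actives have a fitted effect of over 45% in size; temperature-sensitive fusion mutants such as fzo1-1 at 37 °C on non-fermentable ethanol glycerol medium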
#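 Yeast fusion mutant, YPEG (non-fermentable carbon), compound, 48 h at 37C non-permissive; CellTiterGlo added, 10 min RT, luminescence read. Rescued growth = division inhibition.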
# a7 integrin act – activates integrin-mediated alleviation for muscular dystrophy. alpha7betagal myoblasts, beta-gal FDG fluorescence, 48 h. Potency, µM (titrated, usually from 38.3 µM), without a hit: at the top dose activation, usual class: activators. actives 0.064% (n = 350,000). AID 624291;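 also: potency is read from the fitted curve at half-maximal effect; 100% = response of the positive control SU9516; nearly all actives have a fitted effect of over 60% in size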
#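 alpha7betagal+/- myoblasts (passage 13, 250/well) treated 48 h at 37C with compounds at 1:260 dilution of DMSO stock. Lysed, then beta-galactosidase activity read as FDG fluorescence (ex 480/em 540) after 30 min, with pre-read for autofluorescence.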
# Starred values were filed as active, the others as inactive; i = inactive; ? = inconclusive; / = no result given; [ ] = remark or other dose. Unless noted, calls follow the shape of the dose curve; as a rule, active = well fitted curve in the direction sought with a large enough effect; inconclusive = small, poorly fitted or top-dose-only effect, or another doubt; inactive = no such curve, though single readings can be large; an effect the other way counts as inactive or inconclusive.
compound	BCR signal inh	Mito fusion act	Tb PFK block	TCR act	ELG1 repair inh	S-ASM inh	Eya2 inh	PTAP TSG101 blk	a7 integrin act	AT treatment	TSHR antag
CCOC(=O)c1ccccc1NC(=O)Cn1cnc2c(cnn2-c2ccc(F)cc2)c1=O	-1%	2%	-1%	-8%	-7%	4%	27%	-5%	-4%	-2%	4
O=C(Cc1nnc(NC(=O)c2ccccc2)s1)N/N=C/c1cccc(O)c1	0%	3%	-4%	/	8%	-1%	-12%	1%	31%	-1%	3
Cc1cc(NC(=O)c2cc([N+](=O)[O-])cc([N+](=O)[O-])c2C)no1	2%	0%	-20%	-23%	11%	-1%	-5%	-8%	-18%	2%	12
O=C(O)c1cccc2c1C(=O)c1ccc(Cl)cc1S2(=O)=O	-1%	-3%	?	1%	?	-5%	-2%	/	-8%	-9%	-11
c1ccc(CSc2nc3ccccc3[nH]2)cc1	?	-4%	-3%	-2%	?	-6%	-4%	-1%	17%	18%	7
CC(C)(C)c1ccc(OCC(=O)NCCN2CCOCC2)cc1	-2%	12%	0%	-5%	29%	1%	2%	-10%	-17%	4%	9
COc1ccc(CCNS(=O)(=O)c2cc3c4c(c2)CCN4C(=O)CC3)cc1OC	0%	-1%	-1%	-2%	9%	2%	-19%	-1%	1%	1%	5
O=C1CC(c2ccc(Br)cc2)NC(c2ccc(Br)cc2)C1c1ccccc1 (stereo not given)	3%	5%	4%	-3%	-12%	/	1%	/	/	6%	-35
COc1ccc(NC(=O)CC(c2ccccc2)c2ccco2)cc1 (stereo not given)	0%	0%	-3%	3%	-14%	-2%	2%	-1%	3%	2%	-9
COCCNC(=O)CN(C(=O)c1ccc(N2CCCC2)nc1)c1ccccc1	2%	7%	2%	3%	20%	3%	-6%	-4%	0%	1%	-4
O=C(NC(=O)c1ccc(F)cc1)Nc1nc(-c2cccs2)cc(C(F)(F)F)n1	5%	0%	-2%	5%	?	7%	7%	-1%	-7%	9%	0
CCCS(=O)(=O)Nc1cccc(-c2nc3cccnc3s2)c1	3%	-2%	2%	2%	?	0%	-3%	-2%	0%	50%	2
COc1cccc(NC(=O)CN(C)CC(=O)NCc2ccc(F)cc2)c1	-1%	/	-7%	2%	-1%	-1%	5%	-5%	-9%	3%	10
CCCN1CCC(NC(=O)Cc2ccccc2C)CC1	-5%	3%	-8%	-3%	-3%	5%	-7%	-5%	-4%	-3%	10
CN1CCN(C(=O)/C(=C/c2cn(S(=O)(=O)N(C)C)c3ccccc23)NC(=O)c2ccccc2)CC1	-11%	0%	2%	-57%	-20%	0%	1%	-1%	5%	9%	4
CNC(=O)C1CC(=O)N(CCc2ccc(OC)c(OC)c2)C(=Nc2ccc(F)cc2)S1 (stereo not given)	-2%	1%	0%	2%	-3%	-1%	-3%	-5%	-2%	-3%	-4
CC(C)CCN(CCC(C)C)CC(O)Cn1c2ccccc2c(=O)c2ccccc21 (stereo not given)	-4%	3%	-3%	-3%	?	i	-4%	-4%	?	2%	-2
Cc1csc(NC(=O)c2c(-c3c(F)cccc3Cl)noc2C)n1	8%	26%	4%	3%	-7%	-1%	-2%	-3%	3%	2%	-7
Nc1ncnc(NC2CCS(=O)(=O)C2)c1[N+](=O)[O-] (stereo not given)	?	-3%	0%	-5%	-12%	2%	-1%	-2%	?	1%	-10
CN(C)c1ccc(/C=C/c2nc3ccccc3c(=O)n2CCO)cc1	0%	?	0%	-2%	8%	-1%	15%	-5%	-26%	-7%	-7

# Reprinted from the part before: 2 entries, followed by the next part.
compound	BCR signal inh	Mito fusion act	Tb PFK block	TCR act	ELG1 repair inh	S-ASM inh	Eya2 inh	PTAP TSG101 blk	a7 integrin act	AT treatment	TSHR antag
Nc1ncnc(NC2CCS(=O)(=O)C2)c1[N+](=O)[O-] (stereo not given)	?	-3%	0%	-5%	-12%	2%	-1%	-2%	?	1%	-10
CN(C)c1ccc(/C=C/c2nc3ccccc3c(=O)n2CCO)cc1	0%	?	0%	-2%	8%	-1%	15%	-5%	-26%	-7%	-7
COc1ccc(C(CNC(=O)c2cncc(Br)c2)N(C)C)cc1 (stereo not given)	?	-5%	2%	-8%	13%	0%	14%	-3%	17%	1%	0
O=C(NCCC1CCCCN1S(=O)(=O)c1cccs1)C(=O)Nc1ccccc1 (stereo not given)	?	6%	-9%	-3%	-4%	1%	-1%	-1%	10%	3%	-12
O=C(c1ccc2c(=O)n(C3CCCC3)c(=S)[nH]c2c1)N1CCCCCC1	?	-2%	-6%	0%	1.8µM*	-4%	-2%	-1%	-45%[inhibitor]	0%	-42
Cc1nn(C(=O)CNC(=O)c2ccccc2)c(C)c1C	-8%	13%	-4%	/	5%	5%	8%	-1%	-2%	3%	3
COc1ccc(CCCC(=O)NC2CCCCC2)cc1	0%	1%	-1%	-6%	1%	6%	?	-2%	21%	1%	0
O=C(CN1C(=O)C2C3CCC(C3)C2C1=O)OCC(=O)c1ccccc1 (stereo not given)	?	1%	-4%	-2%	1%	2%	7%	-6%	23%	8%	8
CC(=O)Oc1ccc2c(=O)c(Oc3ccccc3)coc2c1OC(C)=O	2%	0%	-20%	1%[46.1 µM]	-2%	0%	-3%	1%	-6%	-6%	11
Cc1nn(Cc2ccccc2)c(Cl)c1C(=O)NCc1ccco1	2%	0%	-3%	2%	-9%	-1%	3%	7%	3%	3%	3
CC(CN1CCCC1)OC(=O)c1cccc(F)c1 (stereo not given)	8%	-2%	1%	-3%	15%	5%	?	1%	-12%	11%	-4
C=CCNc1nc(S(=O)Cc2ccc(C)cc2)nc2c1CCCC2 (stereo not given)	?	1%	-3%	-3%	-27%	-1%	4%	-5%	6%	-3%	-1
CCN1CCN(C(=O)c2c(-c3ccccc3)noc2C)CC1	6%	-4%	-5%	2%	15%	3%	2%	-4%	0%	-1%	3
CCOC(=O)c1c(C)n(C)c2ccc(O)c(CN(CC)CC)c12	?	3%	-4%	/	?	1%	1%	-5%	-40%	-3%	1
COc1ccc(NC(=O)CN2C(=O)NC3(CCCC3)C2=O)cc1	-2%	-4%	-3%	1%	25%	1%	1%	-3%	-10%	3%	12
Cn1cccc1C(=O)C(=O)Nc1ccccc1C(F)(F)F	?	3%	1%	6%	?	2%	-8%	-1%	20%	7%	15
COc1cc(C)c(CN2CCC(n3nccc3NC(=O)C3CCOC3)CC2)cc1C (stereo not given)	-1%	0%	1%	-1%	11%	2%	-1%	-9%	-2%	6%	6
CCc1ccc(NC(=O)CN2CCCN(S(=O)(=O)c3ccc(F)cc3)CC2)cc1	-18%	20%	3%	4%	?	0%	-8%	-1%	-4%	-2%	-4
Cc1cc(NC(=O)Cn2nc(C(F)(F)F)c3c2CCC3)no1	3%	-12%	1%	8%	1%	2%	9%	-6%	-10%	-3%	-7
CC(=O)Nc1ccc(OCC(O)CN2CCN(S(=O)(=O)c3ccc(NC(C)=O)cc3)CC2)cc1 (stereo not given)	3%	-1%	4%	1%	10%	0%	32%	-6%	14%	/	4
CSCCC(NC(=O)c1ccc(Cl)cc1)C(=O)OCC(=O)Nc1ccc(C#N)cc1 (stereo not given)	-1%	2%	0%	-5%[46.1 µM]	3%	-3%	6%	-1%	24%	-3%	15
COCC(C)NC(=O)/C=C/c1ccc(OC)cc1 (stereo not given)	?	1%	-5%	-1%	?	1%	8%	-2%	1%	0%	3
COC(=O)c1cn(CC(=O)NC2CCCCC2)c2ccccc12	0%	0%	5%	0%	9%	1%	23%	-2%	3%	3%	0
Cc1ccc([N+](=O)[O-])c(OCCN2CCCCCC2)c1	8%	3%	0%	1%[46.1 µM]	19%	-1%	3%	2%	-6%	8%	34
COc1ccc(CN(C)C(=O)CSc2nnc(C3CC3)n2C2CC2)cc1	-2%	10%	3%	4%	7%	2%	-18%	3%	19%	4%	39

# Source: PubChem (National Center for Advancing Translational Sciences (NCATS))
